# BoNT A protease – inhibitors of Botulinum neurotoxin A light chain protease | multiplex microsphere protease substrate cleavage, flow cytometry | inhibition, % at 10 µM | 360,000 tested, 0.17% active; further: plate controls were buffer without enzyme for full effect and enzyme alone for no effect
# PrPC surface inh – inhibitors of human cell surface prion protein PrPC; 370,000 tested, 0.43% active; TR-FRET read-out; P04156; inhibition, % at 13.8 µM; in the data active means inhibition above about 24%; further: 0% = median of the test wells and 100% = reference compound wells
# FadD28 binding – M. tuberculosis FadD28 bisubstrate binding inhibition | inhibition, % at 12.5 µM | 360,000 tested, 0.22% active | AID 588549 | FadD28 bisubstrate probe binding, fluorescence polarization; in the data active means inhibition above about 8.5%, passing the limit was not always enough; inconclusive means no clear call, values can overlap the other calls
# BoNT F protease – BoNT F light chain protease inhibition | Multiplex microsphere protease cleavage assay, flow cytometry | inhibition, % at 10 µM | 360,000 tested, 0.22% active | AID 588497; in the data active means inhibition above about 35%, passing the limit was not always enough; inconclusive means no clear call, values can overlap the other calls; further: plate controls were buffer without enzyme for full effect and enzyme alone for no effect
# TcdB GH inh – inhibitors of Clostridioides difficile toxin B glycohydrolase. inhibition, % at 9.99 µM. TcdB glycohydrolase enzymatic assay, plate reader. P18177. 350,000 tested, 0.24% active; in the data active means inhibition above about 10%
# Target sequence (P18177 whole entry, looked up): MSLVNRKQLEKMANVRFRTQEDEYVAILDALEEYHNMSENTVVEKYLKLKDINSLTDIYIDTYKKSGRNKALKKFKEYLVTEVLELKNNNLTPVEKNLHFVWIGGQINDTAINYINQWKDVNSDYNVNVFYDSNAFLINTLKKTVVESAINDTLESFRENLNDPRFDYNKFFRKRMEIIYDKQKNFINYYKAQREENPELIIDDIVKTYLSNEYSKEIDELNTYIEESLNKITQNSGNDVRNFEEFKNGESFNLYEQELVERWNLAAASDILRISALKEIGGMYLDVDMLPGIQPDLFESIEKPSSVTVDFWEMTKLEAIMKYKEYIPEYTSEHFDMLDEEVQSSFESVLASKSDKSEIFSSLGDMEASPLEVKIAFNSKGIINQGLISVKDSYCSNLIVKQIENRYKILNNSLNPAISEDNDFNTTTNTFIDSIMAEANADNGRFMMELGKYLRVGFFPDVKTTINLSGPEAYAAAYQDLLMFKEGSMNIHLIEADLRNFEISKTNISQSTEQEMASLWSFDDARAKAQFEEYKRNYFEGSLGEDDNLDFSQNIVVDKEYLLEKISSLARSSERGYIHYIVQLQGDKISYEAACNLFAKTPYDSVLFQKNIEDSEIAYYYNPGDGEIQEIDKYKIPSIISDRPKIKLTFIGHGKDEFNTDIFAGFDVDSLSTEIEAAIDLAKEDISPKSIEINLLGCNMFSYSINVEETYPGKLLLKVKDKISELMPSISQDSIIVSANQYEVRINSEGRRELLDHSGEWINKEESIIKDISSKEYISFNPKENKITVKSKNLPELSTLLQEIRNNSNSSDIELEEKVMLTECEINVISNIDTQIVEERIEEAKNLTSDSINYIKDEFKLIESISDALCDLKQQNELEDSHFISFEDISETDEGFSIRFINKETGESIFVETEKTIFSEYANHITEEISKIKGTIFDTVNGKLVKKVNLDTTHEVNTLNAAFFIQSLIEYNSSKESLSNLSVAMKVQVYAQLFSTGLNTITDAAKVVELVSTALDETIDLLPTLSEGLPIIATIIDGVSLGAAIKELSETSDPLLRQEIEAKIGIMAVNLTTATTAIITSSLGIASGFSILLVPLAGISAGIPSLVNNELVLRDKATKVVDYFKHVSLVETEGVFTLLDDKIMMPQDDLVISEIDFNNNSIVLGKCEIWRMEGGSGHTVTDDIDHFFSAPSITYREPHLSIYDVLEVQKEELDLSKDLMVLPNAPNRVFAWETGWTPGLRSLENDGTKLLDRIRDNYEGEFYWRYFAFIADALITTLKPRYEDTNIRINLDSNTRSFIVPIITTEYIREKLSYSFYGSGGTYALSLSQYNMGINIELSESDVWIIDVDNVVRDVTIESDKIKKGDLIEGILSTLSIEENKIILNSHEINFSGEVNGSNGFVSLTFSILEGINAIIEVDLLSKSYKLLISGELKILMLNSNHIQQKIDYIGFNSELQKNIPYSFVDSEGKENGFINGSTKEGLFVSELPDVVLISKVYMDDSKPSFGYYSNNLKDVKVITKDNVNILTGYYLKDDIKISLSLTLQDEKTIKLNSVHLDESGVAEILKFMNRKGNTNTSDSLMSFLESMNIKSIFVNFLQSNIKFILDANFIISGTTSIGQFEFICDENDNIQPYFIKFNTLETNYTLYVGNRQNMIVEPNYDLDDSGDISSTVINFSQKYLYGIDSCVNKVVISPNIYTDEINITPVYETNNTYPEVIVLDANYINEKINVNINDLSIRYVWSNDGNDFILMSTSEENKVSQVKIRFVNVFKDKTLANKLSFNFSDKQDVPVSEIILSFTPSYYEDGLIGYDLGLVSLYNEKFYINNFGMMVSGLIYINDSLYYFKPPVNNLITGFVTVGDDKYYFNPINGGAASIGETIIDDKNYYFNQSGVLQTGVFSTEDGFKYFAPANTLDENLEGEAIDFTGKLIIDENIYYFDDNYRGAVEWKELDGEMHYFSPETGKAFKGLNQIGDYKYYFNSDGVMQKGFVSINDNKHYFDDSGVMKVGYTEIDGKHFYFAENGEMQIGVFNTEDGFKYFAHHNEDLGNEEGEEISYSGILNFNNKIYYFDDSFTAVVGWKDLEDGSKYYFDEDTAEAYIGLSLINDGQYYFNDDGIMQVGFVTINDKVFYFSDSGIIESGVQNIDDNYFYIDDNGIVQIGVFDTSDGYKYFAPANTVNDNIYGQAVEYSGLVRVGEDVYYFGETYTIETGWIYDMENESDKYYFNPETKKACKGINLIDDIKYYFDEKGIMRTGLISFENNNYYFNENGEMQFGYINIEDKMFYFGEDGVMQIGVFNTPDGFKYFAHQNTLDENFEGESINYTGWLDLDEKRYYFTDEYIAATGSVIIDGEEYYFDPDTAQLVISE
# PfHsp40 yeast – restores yeast growth despite PfHsp40 toxicity | S. cerevisiae expressing PfHsp40, growth rescue, ATP luminescence | growth rescue, % at 12.5 µM | 340,000 tested, 0.68% active | AID 504582; in the data active means growth rescue above about 28%, passing the limit was not always enough; inconclusive means no clear call, values can overlap the other calls;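 further: yeast W303a lacking pdr1 and pdr3 grown in galactose medium; growth measured after three days at 30 °C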
# Yp Topo-I inh – inhibitors of Yersinia pestis topoisomerase I; Y. pestis Topo-I cleavage product accumulation, plate reader; activity, % at 10 µM; 360,000 tested, 0.064% active; AID 504884; in the data active means activity above about 50%, passing the limit was not always enough; inconclusive means no clear call, values can overlap the other calls; further: inactives centre near 2
# CCHF vOTU inh – CCHFV vOTU protease inhibition | Pep-AMC fluorescence | 370,000 tested, 0.55% active | inhibition, % at 11.5 µM; in the data active means inhibition above about 30%; further: 0% = vehicle wells with enzyme and 100% = no enzyme wells
# Anthrax LF inh2 – blocks Bacillus anthracis lethal factor protease; AID 588501; 360,000 tested, 0.12% active; multiplex microsphere protease cleavage assay, LF; P15917; inhibition, % at 10 µM; further: plate controls were buffer without enzyme for full effect and enzyme alone for no effect
# An asterisk follows results filed as active; ? = inconclusive; / = not tested or not shown. Unless noted, no stated cut-off is given here; in the data, active means inhibition above about 30%; inconclusive means no clear call, values can overlap the other calls; inactive means below that. Outcome played no part in choosing rows; any-hit rate near 2.3%.
item	Structure	BoNT A protease	PrPC surface inh	FadD28 binding	BoNT F protease	TcdB GH inh
1	Cc1ccccc1C(=O)NC1CCN(C(=O)N2CCOCC2)CC1	-0.1	-2.5	-0.7	7.9	/
2	Nc1cccc2c1nnn2C1OC(CO)C(O)C(O)C1O (stereo not given)	0.5	-3.9	3.1	6.7	1.0
3	COc1ccccc1NC(=O)Nc1ccnn1C1CCN(C(=O)c2ccccn2)CC1	-2.8	-5.7	-2.1	-4.6	1.5
4	Cc1cc([N+](=O)[O-])nn1CC(=O)NCc1ccccc1	-0.8	-7.3	1.0	?	-0.1
5	Cc1ccc(S(=O)(=O)NC(=O)Nc2nc(-c3ccc(F)c(F)c3)cs2)cc1	-2.4	11.4	-0.1	?	-4.9
6	N#CC(CC(=O)c1ccc(Cl)cc1)c1ccccc1 (stereo not given)	0.1	-0.9	-0.4	-3.6	0.1
7	O=C(NN1CCOCC1)c1cc(-c2ccncc2)nc2ccccc12	0.2	-4.8	-2.0	-4.3	1.0
8	O=C(Nc1ccccc1Cl)NC1(C(=O)NCc2ccncc2)CCCCC1	-0.6	-2.4	-1.7	-13.0	1.4
9	O=C(Nc1ccc2oc(=O)ccc2c1)c1cc([N+](=O)[O-])ccc1N1CCOCC1	/	-1.5	-0.7	/	1.1
10	CCOc1ccc(S(=O)(=O)c2cn(C)c3cc(OC)c(OC)cc3c2=O)cc1	1.1	-1.7	-4.3	3.0	1.8
11	CC(=O)Nc1ccc(OCC(O)CN2CCN(Cc3ccccc3)CC2)cc1 (stereo not given)	-0.5	-0.6	-0.8	-5.8	2.2
12	Cc1ccccc1CNC(=O)c1cc(COc2ccc(F)cc2F)on1	0.2	7.7	-1.3	-4.6	1.2
13	COc1ccc(-c2nnc(N(C)C(=O)C3CCCO3)s2)cc1 (stereo not given)	0.2	-3.7	-0.7	0.0	/
14	O=C(COC(=O)c1ccc(O)cc1O)N=c1sccn1Cc1ccccc1Cl	-0.3	1.8	-4.1	-8.0	1.8
15	O=C(/C=C/c1ccccc1)CC(=O)c1ccccc1	-0.6	-3.7	/	-19.8	1.4

item	PfHsp40 yeast	Yp Topo-I inh	CCHF vOTU inh	Anthrax LF inh2
1	-0.5	-3.3	7.9	-7.2
2	1.1	-2.4	-1.7	-2.5
3	0.5	5.6	-7.8	3.8
4	0.3	2.3	1.8	-16.0
5	0.2	-6.4	4.4	2.2
6	-0.3	-4.6	2.7	-0.9
7	3.7	2.0	4.1	-1.7
8	-1.8	3.0	5.6	-5.2
9	-0.2	-4.2	12.8	/
10	-0.3	9.8	6.2	-1.8
11	0.2	-1.5	-10.1	-2.6
12	1.8	11.7	14.8	-6.7
13	-0.8	4.1	-6.8	-1.9
14	3.1	3.8	-4.3	3.2
15	-0.5	-9.0	-10.5	-2.1

# Taken from above.
# Entry of CCOc1ccc(S(=O)(=O)c2cn(C)c3cc(OC)c(OC)cc3c2=O)cc1 in CCHF vOTU inh: 6.2
# Entry of O=C(/C=C/c1ccccc1)CC(=O)c1ccccc1 in Yp Topo-I inh: -9.0

# Continued:
item	Structure	BoNT A protease	PrPC surface inh	FadD28 binding	BoNT F protease	TcdB GH inh
16	Cc1cc2oc(=O)cc(CSc3nnc(-c4cccs4)o3)c2cc1C(C)C	0.3	3.4	-2.3	-9.3	/
17	Cc1ccc(C)c2[nH]c(=O)c(CCNC(=O)CCc3ccccc3)cc12	-0.5	0.2	-1.0	-6.6	-0.7
18	Cc1ccc2[nH]c(C)c(CC(=O)O)c2c1	0.3	-8.8	-2.6	-4.4	/
19	c1ccc(-c2csc(-n3cccn3)n2)cc1	-0.6	8.7	1.1	-2.7	-0.7
20	COc1cccc(Nc2ncnc3ccccc23)c1	0.4	-5.1	-2.3	6.5	/
21	CCn1nnnc1SCC(=O)N1CCCc2ccccc21	1.8	-0.9	-0.4	-7.6	/
22	CCC1(C)Cc2nc3[nH]c(=S)n(-c4ccccc4)c(=O)c3cc2CO1 (stereo not given)	-0.4	3.8	-1.5	-1.7	0.8
23	N#CCCn1cc(C(=O)N2CCOCC2)c(-c2ccc3c(c2)OCCO3)n1	0.0	-0.1	-2.3	0.8	0.6
24	Cc1cc(C)c(NC(=O)CN2C(=O)NC3(CCCCC3)C2=O)c(Cl)c1	-0.7	/	-1.7	-3.9	1.1
25	O=C(CN1CCOCC1)N/N=C/C=C/c1ccccc1	0.0	-18.6	-0.6	-2.6	-0.4
26	COc1cc(NS(=O)(=O)c2ccc(NC(=O)/C=C/c3cccc([N+](=O)[O-])c3)cc2)ncn1	0.8	-5.6	0.0	2.7	0.9
27	CCOC(=O)N1CCC(NC(=O)CCc2nc(-c3ccc(C)cc3)no2)CC1	-0.4	/	-2.7	-3.2	/
28	Cc1ccc(C2=NN(C(=O)CSc3nnnn3C)C(c3ccco3)C2)cc1 (stereo not given)	-0.4	-2.4	-1.0	4.3	1.8
29	COc1cc(/C=C(\C#N)c2nc3ccccc3s2)cc([N+](=O)[O-])c1O	1.4	7.6	-0.4	11.1	-0.4
30	CCOCCCNC(=O)C(NC(=O)c1cnccn1)c1ccc(OC)cc1 (stereo not given)	-0.5	2.0	-0.8	-38.5	/

item	PfHsp40 yeast	Yp Topo-I inh	CCHF vOTU inh	Anthrax LF inh2
16	-1.6	-3.3	0.0	0.2
17	1.2	7.1	2.4	-0.5
18	-0.8	-11.4	4.2	-7.2
19	-1.3	2.7	-8.4	-1.4
20	-0.5	3.6	3.8	0.5
21	-0.3	-5.5	18.2	-4.2
22	-1.7	14.4	-2.4	-0.3
23	-0.5	-9.2	-3.1	3.7
24	-0.5	15.5	/	-2.1
25	-1.0	7.8	17.2	-1.3
26	-1.4	10.0	5.7	-1.3
27	1.5	3.8	/	-8.4
28	-1.5	8.1	4.8	10.6
29	-0.6	6.7	1.9	-0.9
30	-0.2	-1.0	5.8	-0.9

# In the list so far, two contain two or more sulfur atoms:
item	Structure	BoNT A protease	PrPC surface inh	FadD28 binding	BoNT F protease	TcdB GH inh
5	Cc1ccc(S(=O)(=O)NC(=O)Nc2nc(-c3ccc(F)c(F)c3)cs2)cc1	-2.4	11.4	-0.1	?	-4.9
16	Cc1cc2oc(=O)cc(CSc3nnc(-c4cccs4)o3)c2cc1C(C)C	0.3	3.4	-2.3	-9.3	/

item	PfHsp40 yeast	Yp Topo-I inh	CCHF vOTU inh	Anthrax LF inh2
5	0.2	-6.4	4.4	2.2
16	-1.6	-3.3	0.0	0.2

# Next part.
item	Structure	BoNT A protease	PrPC surface inh	FadD28 binding	BoNT F protease	TcdB GH inh
31	COc1cccc(-c2nc(N3CCN(c4ccccc4)CC3)c3ccccc3n2)c1O	-0.3	-4.3	-0.1	-6.5	/
32	O=C1NC2(CCCCC2)NN1c1ccccc1	0.5	9.5	-5.2	2.5	/
33	CC(=O)c1ccc(-n2nnnc2SCC(=O)NC2CCCCC2)cc1	1.2	-6.2	-3.6	2.7	-0.3
34	COc1cc(OC)cc(C(=O)NNC(=S)Nc2ccccc2OC)c1	-0.3	-6.7	-0.8	-4.5	-0.4
35	Cc1ccc(C)c(NC(=S)NC(NC(=O)/C=C/c2ccccc2)C(Cl)(Cl)Cl)c1 (stereo not given)	0.1	6.6	-4.8	-2.8	/
36	COc1cc(C(c2nnnn2C2CCCC2)N2CCN(C)CC2)cc(OC)c1OC (stereo not given)	0.3	-8.8	1.7	-3.1	/
37	CCCn1c(N2CCN(C(=O)Nc3ccccc3)CC2)nc2ccccc21	-0.6	-3.9	-3.2	0.0	0.3
38	COc1ccc([N+](=O)[O-])cc1NC(=O)c1ccc(N(Cc2ccccc2C)S(C)(=O)=O)cc1	0.5	-7.9	0.2	1.0	0.7
39	COc1cc(-c2c(C(=O)c3ccccc3)[nH]c(N)c2C(N)=O)ccc1F	-0.3	-1.3	/	3.9	1.8
40	CCOC(=O)C1(C)CCCN1C(=O)c1ccc(OC)c(F)c1 (stereo not given)	-0.1	-3.4	-2.7	6.7	0.1
41	COc1ccc(Cl)cc1C(=O)Nc1nnn(C)n1	0.1	-5.4	-1.7	0.4	/
42	Cc1cc(C)n(-c2ccc(C(=O)Nc3ccc(S(=O)(=O)NCc4ccco4)cc3)cc2)n1	-0.8	17.2	-7.4	?	/
43	O=S(=O)(NCc1csc(-c2cccs2)n1)c1ccc(Cl)cc1	-0.3	5.9	-4.0	-5.8	0.9
44	COCCNC(=O)c1cccc(OC2CCN(Cc3cccc(SC)c3)CC2)c1	-2.9	-10.3	1.2	?	1.1
45	Nc1nc(NCc2ccccc2)nc(Nc2cccc(F)c2)c1[N+](=O)[O-]	1.1	1.5	-0.3	-0.3	/

item	PfHsp40 yeast	Yp Topo-I inh	CCHF vOTU inh	Anthrax LF inh2
31	0.8	2.7	2.8	-4.4
32	0.1	0.6	-2.9	-6.9
33	0.6	-5.1	6.7	0.4
34	3.7	2.4	3.2	-1.3
35	1.1	1.4	-9.9	-1.1
36	-0.3	0.9	7.9	-1.4
37	-0.9	8.2	9.4	-1.2
38	-0.9	-5.0	3.5	-0.5
39	/	/	6.6	4.3
40	/	6.8	3.2	-0.1
41	-1.5	-6.9	-13.1	-3.6
42	1.1	15.7	16.0	-4.0
43	-1.1	6.4	-5.8	2.3
44	-0.8	17.0	7.7	2.8
45	16.6	10.9	6.8	-2.3

# Following part.
item	Structure	BoNT A protease	PrPC surface inh	FadD28 binding	BoNT F protease	TcdB GH inh
46	Cc1cnc(NC(=O)C2(c3ccccc3)CC2)s1	-0.7	-0.9	-1.1	-7.3	-0.1
47	Cc1c(C(=O)NCCCN2CCCC2=O)oc2ccc(S(=O)(=O)N3CCOCC3)cc12	-0.6	12.5	-0.5	5.9	/
48	COC(=O)C1=C(c2ccc(OC)c(OC)c2)C[C@@H]2CC[C@H]1N2C(=O)NCCOc1ccccc1Cl	-0.1	-7.4	-5.0	-0.2	0.3
49	O=C1NN=C(c2ccc(Br)cc2)CC1c1ccc(Cl)cc1 (stereo not given)	0.2	4.8	-2.0	3.1	0.9
50	Cc1ccc(CNc2ncccc2-c2nc3cc(Cl)ccc3o2)cc1	1.3	-2.3	-1.0	-0.5	/
51	C=CCOc1ccc(/C=C/C(=O)OCC(=O)N(C)CC(=O)Nc2ccc(F)cc2)cc1	-0.7	-0.7	0.7	3.4	-3.7
52	O=C(COC(=O)/C=C/c1ccccc1)NC1CC1	1.1	4.0	/	-2.5	1.3
53	COc1ccc(C(=O)NCCCN2CCOCC2)cc1	-0.9	-6.4	-1.1	19.0	-0.5
54	CC(C)Cc1nnc(NC(=O)CSc2nc(=O)cc(N)n2-c2ccccc2)s1	-0.3	-2.5	-2.3	-9.1	/
55	Cc1ccc(CNc2nc(N)c([N+](=O)[O-])c(NCCO)n2)cc1	-5.5	-6.1	-1.6	?	1.4
56	CCCn1c(SCCC(=O)O)nc2ccccc21	-0.5	-1.1	0.2	0.1	0.1
57	Cc1nc2sc(C(c3ccco3)N3CCC(C)CC3)c(O)n2n1 (stereo not given)	0.0	1.1	-2.2	-11.1	-1.7
58	O=C(NC1CCCC1)C(c1cccs1)N(C(=O)c1ccco1)c1ccc2c(c1)OCO2 (stereo not given)	0.9	-4.1	-3.8	3.7	/
59	Cc1ccc([C@@H]2C[C@H]3[C@@H](CN2S(=O)(=O)c2ccc(Cl)cc2)C(=O)C[C@@H](c2ccccc2F)N3S(=O)(=O)c2ccc(C)cc2)cc1	-0.6	-4.9	-0.1	-4.7	0.0

item	PfHsp40 yeast	Yp Topo-I inh	CCHF vOTU inh	Anthrax LF inh2
46	-1.3	-1.3	-5.2	-4.0
47	0.1	4.9	-19.7	3.4
48	-1.3	20.7	3.0	-1.7
49	11.4	-2.0	-6.1	9.6
50	-0.3	1.2	-2.4	0.5
51	0.8	12.0	-7.0	0.2
52	1.8	6.6	-5.9	1.3
53	-0.5	1.4	-6.4	19.0
54	-0.8	3.1	6.6	-0.7
55	0.0	-3.4	14.7	-13.6
56	-0.5	-4.9	4.5	-4.8
57	0.2	9.7	7.6	1.4
58	0.2	29.1	7.3	0.8
59	/	12.5	12.1	-2.4

# From PubChem BioAssay
